Pemphigus Ab inh = blocks pemphigus antibody binding to human desmoglein-3; 0.48% of 310,000 active; DSG3-coupled beads, scFv-anti-DSG3-GFP binding, flow cytometry; active compounds read low; binding (percent of control), % at 10 µM; P32926;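 active = binding more than 3 SD below its plate's average and above zero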;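 note: hits lower antibody fragment binding to DSG3; some compounds called inactive have numbers as strong as hits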
Arrestin-AP2 inh = inhibitors of human beta-arrestin and AP2 interaction | FITC-arrestin peptide / GST-AP2 beads, flow cytometry; AP2 beta2 appendage carries R879A mutation | inhibition, % at 10 µM | 0.31% of 340,000 active | AID 504490;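 active = inhibition above a set limit, near 3 SD of compounds lacking own fluorescence, cut at about 54% in these data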;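 note: plate controls were DMSO wells for no effect and 5 µM unlabelled arrestin peptide for full effect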
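System: GST-AP2 R879A glutathione beads; medium: PBS, Tween 20 0.05%, BSA 0.1%; reagent: fluorescein-tagged arrestin peptide at 50 nM final; schedule: pre-incubation 12 min, peptide binding 1 h, room temperature; detection: flow cytometry, FL1 (488/535 nm); read-out: inhibition as reduced fluorescein signal on beads, percent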
NSD2 HMT inh = blocks human histone methyltransferase NSD2. O96028. NSD2 peptide methylation, AlphaScreen, 120 min. inhibition, % at 12.5 µM. 0.54% of 310,000 active. AID 743445; in the data active = inhibition above about 50%
SUMO Mot1 rescue = inhibitors of SUMOylation pathway: yeast Mot1-301 growth rescue. 1% of 320,000 active. S. cerevisiae Mot1-301 growth rescue, ATP luminescence, 38.5C; percent above DMSO median, 100 means doubled. AID 2716. growth rescue, % at 18.8 µM;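 active = every valid replicate shows activation above 250% relative to neutral control wells; inactive = the rest, any valid replicate at or below 250%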;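 note: OY570 slx delta 5 strain wells were the positive control but not used for scaling; some compounds called inactive have numbers as strong as hits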
The depositor's hits bear a star.

SMILES | Pemphigus Ab inh | Arrestin-AP2 inh | NSD2 HMT inh | SUMO Mot1 rescue
CCOC(=O)c1ccc(C(=O)NNC(=O)C2CC=CCC2)cc1 (centres undefined) | 103 | -12 | -3 | 1
CC1=NN(c2nc3ccccc3[nH]2)C(=O)C1Cc1ccccc1 (centres undefined) | 110 | 32 | 4 | -1
CNC(=O)n1cc(C)c(-c2cccs2)n1 | 92 | 3 | 7 | -14
Cc1ccc(-n2c3nc(=O)n(C)c(=O)c-3cc3ccccc32)cc1 | 103 | -3 | 22 | -19
Cc1ccc(C(O)P(=O)(OC(C)C)c2ccc(N(C)C)cc2)cc1 (centres undefined) | 112 | 38 | 4 | 1
c1ccc(CSc2nccc(-c3ccco3)n2)cc1 | 96 | -1 | -2 | -1
COC(=O)c1sccc1N/C=C(\C#N)S(=O)(=O)C(C)(C)C | 111 | 14 | -5 | -14
N#C/C(=C\N1CCOCC1)S(=O)(=O)c1ccc(Cl)cc1 | 99 | 35 | -2 | 49
COC(=O)/C(=C\C(=O)c1ccc([N+](=O)[O-])cc1)Nc1ccc(OC)cc1 | 104 | 30 | 9 | 0
O=S1(=O)CC2NC(=S)N(c3cccc(Br)c3)C2C1 (centres undefined) | 106 | 4 | -5 | 72
O=P(c1ccccc1)(c1ccccc1)C(c1ccccn1)P(=O)(c1ccccc1)c1ccccc1 | 102 | 28 | -1 | 4
O=C(CSc1ccccn1)Nc1ccc2c(c1)OCO2 | 117 | -2 | -1 | -2
CCc1ccnc(NS(=O)(=O)c2ccc3c(c2)OCCO3)c1 | 102 | -1 | -1 | -7
O=C(/C=C/Nc1ccc(F)cc1F)c1ccc(Br)cc1 | 118 | 7 | 0 | -9
Cc1ccc(S(=O)(=O)Nc2cc(-c3ccc(Cl)cc3)nn2C)cc1 | 110 | 4 | 15 | -12
Cc1c(S(=O)(=O)c2ccccn2)c(N)n(Cc2ccccc2)c1C | 99 | 10 | 5 | -3
CCOC(=O)Cc1csc(NC(=O)c2cccc(Cl)c2)n1 | 108 | -6 | 1 | 9
CC(=O)Nc1ccc(NC(=O)C(=O)N/N=C/c2cccnc2)cc1 | 104 | 7 | -1 | -4
NC(=O)c1ccc(NC(=O)CSc2nnc(-c3ccncc3)n2Cc2ccco2)cc1 | 107 | -14 | 2 | 7
C#CCOc1ccccc1C(N)=O | 109 | -6 | 0 | -29
O=C(Nc1nnc(Cc2ccc(Cl)cc2)s1)c1ccncc1 | 110 | 32 | 2 | 15
O=S(=O)(Nc1ccc(O)c2ccccc12)c1ccc(OC(F)(F)F)cc1 | 107 | 2 | 5 | -30
COc1ccc(CC(=O)N/N=C/c2c(C)n(C)c3ccccc23)cc1OC | 108 | -10 | 2 | 7
CCSc1ncccc1C(=O)N[C@@H](CCSC)C(=O)OC | 93 | 6 | -2 | -4
Cc1ccc(C(=O)Nc2ccc(S(=O)(=O)N3CCOCC3)cc2)cc1Br | 108 | 43 | 3 | -1
(further entries)
SMILES | Pemphigus Ab inh | Arrestin-AP2 inh | NSD2 HMT inh | SUMO Mot1 rescue
COc1ccc(CCn2c(C3CCCCC3)nc3c(c(=O)c4ccccc4n3C)c2=O)cc1 | 112 | -15 | -1 | 38
C/C(=N\NC(=S)Nc1ccccc1)C1Cc2ccccc2C(=O)O1 (centres undefined) | 116 | 1 | 2 | 393*
Cn1ccnc1C(=O)Cc1ccc([N+](=O)[O-])cc1 | 104 | -1 | -1 | 41
COC(=O)c1c(-c2ccccc2)noc1-c1ccccc1 | 94 | 5 | -6 | -1
Clc1ccc(C2CC(c3cccs3)n3ncnc3N2)cc1 (centres undefined) | 105 | 12 | -2 | 9
Brc1ccc(C2=Nn3c(Cn4nnc5ccccc54)nnc3SC2)cc1 | 106 | -10 | 0 | -1
Cc1ccc(C(=O)Nc2nn(C)c3cccc(F)c23)cc1 | 108 | 0 | 1 | -11
CN(C)CC/C=C1/c2ccc(F)cc2Sc2ccc(Cl)cc21 | 111 | -17 | 23 | -20
COCc1cc(=O)oc2cc(NS(=O)(=O)c3ccc(C)cc3)ccc12 | 102 | 5 | 2 | 9
COc1ncnc2c1oc1nc(C)c3c(c12)CC(C)(C)OC3 | 105 | 10 | -2 | -7
Cc1cc(C)nc(NS(=O)(=O)c2ccc(NS(=O)(=O)c3ccsc3)cc2)n1 | 108 | -14 | 0 | -14
CCOC(=O)C1C(=O)OC(C)(C)C1C(CC)C(=O)c1c(C)cc(C)cc1C (centres undefined) | 99 | -1 | -1 | -9
O=c1c2ccccc2c(-c2ccccc2)nn1-c1cc(Cl)cc(Cl)c1 | 102 | -6 | 0 | 301
COCCn1c(-c2ccc(Br)cc2)nc2oc3cc(OC)ccc3c(=O)c2c1=O | 106 | 5 | 6 | 0
O=S(=O)(NC1CCN(Cc2ccccc2)CC1)c1ccc(Cl)cc1 | 100 | 9 | 1 | 168
NC(=O)c1ccc(/C(N)=N/S(=O)(=O)c2cc(C(F)(F)F)cc(C(F)(F)F)c2)cc1 | 101 | 3 | 3 | -2
CC(=O)N=C1SC2CS(=O)(=O)CC2N1Cc1ccc(C)cc1 (centres undefined) | 102 | 1 | -1 | -9
CCOC(=O)CSc1nnc(Cn2nnc3ccccc32)n1-c1ccc(F)cc1 | 107 | -9 | 6 | 1
CCn1cc(C(=O)NCC(C)C)c(=O)c2cc(F)c(N3CCN(C)CC3)cc21 | 106 | 16 | 11 | 0
S=C(NCCc1ccccc1)N/N=C/c1cccs1 | 104 | 28 | 0 | -8
CN(C)c1ccc(C(O)P(=O)(OCc2ccccc2)c2ccc(N(C)C)cc2)cc1 (centres undefined) | 105 | -1 | 14 | -6
CC(/C=N/NC(=O)c1cnccn1)=C\c1ccco1 | 101 | -8 | 3 | 328
O=C(Nc1ccccc1)N(c1ccccc1)C1C=CS(=O)(=O)C1 (centres undefined) | 106 | 10 | -2 | 0
COC(=O)C1=NN(c2cccc3ccccc23)C2C(=O)N(c3ccccc3OC)C(=O)C12 (centres undefined) | 96 | 2 | 0 | 0
N=c1ccn(Cc2cccc(F)c2)cc1 | 107 | 40 | -1 | -4

Compound profiles, as listed above. Screens in order: Pemphigus Ab inh | Arrestin-AP2 inh | NSD2 HMT inh | SUMO Mot1 rescue
Record of COCCn1c(-c2ccc(Br)cc2)nc2oc3cc(OC)ccc3c(=O)c2c1=O = 106 | 5 | 6 | 0
Record of COc1ncnc2c1oc1nc(C)c3c(c12)CC(C)(C)OC3 = 105 | 10 | -2 | -7
Record of S=C(NCCc1ccccc1)N/N=C/c1cccs1 = 104 | 28 | 0 | -8
Record of Clc1ccc(C2CC(c3cccs3)n3ncnc3N2)cc1 (centres undefined) = 105 | 12 | -2 | 9

Further records:
SMILES | Pemphigus Ab inh | Arrestin-AP2 inh | NSD2 HMT inh | SUMO Mot1 rescue
O=C(NC(=O)c1ccccc1)Nc1ccc(-c2cnco2)cc1 | 112 | 35 | 0 | 61
O=C(/C=C/c1ccc(-c2cccc([N+](=O)[O-])c2)o1)N1CCOCC1 | 86* | -7 | 0 | 14
COc1ccc(C(CCNCc2ccc(OC(C)C)cc2)C(C)C)cc1 (centres undefined) | 102 | 10 | 1 | 35
COCc1cc(=O)[nH]c(/N=C(\N)Nc2c(F)cccc2F)n1 | 94 | -2 | 6 | -3
COc1cc(OC)cc(C(=O)Nc2ccc(S(=O)(=O)Nc3cnc4ccccc4n3)cc2)c1 | 102 | 1 | 3 | 2
O=C(NNC(=O)c1cc(C(F)(F)F)cc(C(F)(F)F)c1)c1ccc(Cl)cc1 | 100 | -2 | -1 | 54
CN(C)c1cc(-c2ccc(C#N)cc2)oc(=O)c1Cl | 112 | -3 | -1 | 448
CCCC1Cc2nc(Cl)c(C#N)cc2CO1 (centres undefined) | 111 | 4 | 8 | -9
Cc1cc(C)cc(N2C(=O)CC(Cn3nc(C)cc3C)C2=O)c1 (centres undefined) | 107 | -4 | -2 | 104
CCn1c2ccccc2c2cc(C#N)c(N)nc21 | 108 | -10 | -1 | -2
O=C1N/C(=N/N=C/c2ccc(F)cc2)SC1c1ccccc1 (centres undefined) | 105 | -6 | -1 | 15
O=C1CCC(c2ccccc2)c2ccccc21 (centres undefined) | 86 | 17 | -2 | -2
Cc1c(-c2ccc(Cl)cc2)[n+](=O)c(-c2ccccc2)cn1[O-] | 107 | 13 | -1 | -1
Cc1onc(-c2ccccc2)c1C(=O)Oc1ccccc1 | 106 | 25 | -6 | 4
COc1ccccc1N1C(=O)[C@@H]2C(C(=O)CN3C(=O)c4ccccc4C3=O)=NN[C@@H]2C1=O | 109 | -3 | 0 | 360
C=C(C)CN1C(=O)C2(OCCO2)c2cc(Br)ccc21 | 103 | -8 | 26 | -2
CCOc1ccccc1C(c1c(O)nc(SC)[nH]c1=O)c1c(O)nc(SC)[nH]c1=O | 98 | 8 | 1 | -4
Nc1ccccc1N1C(=O)c2cccc3cccc(c23)C1=O | 110 | 33 | 0 | -8
COc1ccc(NC(=O)Nc2ccc(O)c3ccccc23)cc1 | 89 | 13 | 3 | -14
O=C(CSc1nc2ncc(Cl)cc2[nH]1)c1ccc2c(c1)OCO2 | 106 | 53 | 0 | -1
CC(C)(C)C(=O)Nc1c(Br)c(C2CC2)nn1-c1ccccc1 | 100 | 13 | -7 | 1
COc1ccc(OCC(O)CNS(=O)(=O)c2ccc(C)cc2)cc1 (centres undefined) | 104 | 9 | 0 | 15
OCCN1CCN(CC/C=C2/c3ccccc3CSc3ccccc32)CC1 | 107 | 3 | 6 | 80
CN(C1CCCCC1)S(=O)(=O)c1ccc(-c2ccccn2)s1 | 111 | 31 | -3 | 12
C/C(=N/NC(=O)c1ccc(C(C)(C)C)cc1)c1cccnc1 | 103 | -12 | -1 | 13
New compounds follow.
SMILES | Pemphigus Ab inh | Arrestin-AP2 inh | NSD2 HMT inh | SUMO Mot1 rescue
O=C(CN1CCOCC1)Nc1scc2c1c(=O)oc1ccccc12 | 97 | 4 | -1 | 6
Cc1ccc2nc(-c3ccccc3)cc(C(=O)NCC3CCCO3)c2c1 (centres undefined) | 102 | 3 | 0 | 12
O=C1[C@@H]2C(c3ccc(F)cc3)=NO[C@@H]2C(=O)N1Cc1ccccc1 | 105 | -7 | -1 | 4
COC(=O)/C=C1\N/C(=N\c2nc(C)cc(C)n2)N(c2ccc(Cl)cc2)C1=O | 102 | -5 | 1 | -15
COc1cc(SC)ccc1C(=O)N(Cc1ccccc1)c1ccccn1 | 107 | -7 | 0 | 1
Cn1c(=O)c2c(O)c(C=NCc3ccccc3)c(=O)n(C)c2n(C)c1=O | 98 | 40 | -1 | 138
CC1=NN(C(C#N)c2ccc([N+](=O)[O-])cc2)C(C)(C)C1 (centres undefined) | 110 | 32 | 3 | -7
Cc1ccccc1CSc1nnc(-c2ccccn2)n1C | 107 | -4 | -1 | 3
N/C(=N\OC(=O)CCn1cccc(C(F)(F)F)c1=O)c1ccc(OC(F)(F)F)cc1 | 106 | 6 | 1 | 171
CC(=O)NNc1cc(C)nc(N)n1 | 105 | 10 | -1 | 8

Part of the list above in order of length of the SMILES, lowest first.
SMILES | Pemphigus Ab inh | Arrestin-AP2 inh | NSD2 HMT inh | SUMO Mot1 rescue
O=C(CN1CCOCC1)Nc1scc2c1c(=O)oc1ccccc12 | 97 | 4 | -1 | 6
Cc1ccc2nc(-c3ccccc3)cc(C(=O)NCC3CCCO3)c2c1 (centres undefined) | 102 | 3 | 0 | 12
CC1=NN(C(C#N)c2ccc([N+](=O)[O-])cc2)C(C)(C)C1 (centres undefined) | 110 | 32 | 3 | -7
Cn1c(=O)c2c(O)c(C=NCc3ccccc3)c(=O)n(C)c2n(C)c1=O | 98 | 40 | -1 | 138
O=C1[C@@H]2C(c3ccc(F)cc3)=NO[C@@H]2C(=O)N1Cc1ccccc1 | 105 | -7 | -1 | 4

Bioassay records: PubChem BioAssay, several laboratories

These rows are one share of the data. The share of hits here may be higher or lower than overall.
